Bioassay records deposited in PubChem BioAssay by several laboratories.
STK33 inh – blocks human STK33 kinase activity. AID 2661. 320,000 tested, 0.073% active. purified STK33, MBP phosphorylation, ADP-Glo luminescence. inhibition, % at 10 µM. Q9BYT3;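 active = inhibition at or above 25%, using the most active replicate where run in duplicate; inactive = inhibition below 25%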
Target sequence (Q9BYT3 whole entry, looked up): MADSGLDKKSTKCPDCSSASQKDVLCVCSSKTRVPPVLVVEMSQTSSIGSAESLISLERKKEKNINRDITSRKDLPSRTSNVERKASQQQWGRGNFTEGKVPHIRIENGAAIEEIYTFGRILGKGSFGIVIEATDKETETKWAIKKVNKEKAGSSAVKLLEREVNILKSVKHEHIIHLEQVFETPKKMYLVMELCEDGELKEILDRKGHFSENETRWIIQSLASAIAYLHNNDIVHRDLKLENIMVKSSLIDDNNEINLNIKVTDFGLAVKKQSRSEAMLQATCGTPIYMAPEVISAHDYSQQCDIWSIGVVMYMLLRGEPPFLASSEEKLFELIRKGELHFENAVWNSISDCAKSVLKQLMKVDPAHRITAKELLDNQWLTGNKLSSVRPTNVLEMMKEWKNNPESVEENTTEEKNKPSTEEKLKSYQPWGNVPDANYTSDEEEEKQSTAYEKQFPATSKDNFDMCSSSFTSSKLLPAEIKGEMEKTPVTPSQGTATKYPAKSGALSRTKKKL
OX1R antag – antagonists of human orexin 1 receptor (OX1R) | OX1R-expressing cells, FRET antagonist read-out | 330,000 tested, 1.8% active | inhibition, % at 6.6 µM; in the data active = inhibition mostly above about 38%, no sharp cut-off; inactive = mostly below about 40%;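 note: 0% = agonist challenge alone and 100% = reference antagonist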
Target sequence (O43613 whole entry, looked up): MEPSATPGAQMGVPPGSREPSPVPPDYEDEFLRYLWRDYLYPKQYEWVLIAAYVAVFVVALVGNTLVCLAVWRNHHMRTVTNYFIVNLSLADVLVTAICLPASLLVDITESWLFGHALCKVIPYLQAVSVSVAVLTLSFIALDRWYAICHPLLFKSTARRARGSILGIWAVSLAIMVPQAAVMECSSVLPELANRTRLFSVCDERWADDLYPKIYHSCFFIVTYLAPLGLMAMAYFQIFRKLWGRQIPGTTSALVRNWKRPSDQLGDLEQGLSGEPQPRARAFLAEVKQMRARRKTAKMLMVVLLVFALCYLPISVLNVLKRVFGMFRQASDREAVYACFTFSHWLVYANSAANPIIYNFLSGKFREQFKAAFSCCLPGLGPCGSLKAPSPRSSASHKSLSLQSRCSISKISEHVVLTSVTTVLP
Starred values were filed as active, the others as inactive; nt = not tested or not shown.

compound	STK33 inh	OX1R antag
COc1cc(/C(C)=N\NC(=O)CSc2nc3ccccc3n2C)ccc1O	1.1	13
CSc1nnc(C)c(=O)n1COC(=O)c1ccccc1	-1.6	4
Cc1c(NC(=O)CSC2=C(C#N)C(c3ccccc3F)CC(=O)N2)c(=O)n(-c2ccccc2)n1C (stereo unspecified)	-0.8	18
Cc1[nH]nc2nc(SCC(=O)NC3CCCCC3)n(-c3ccc(Br)cc3)c(=N)c12	0.3	15
COc1ccc(Nc2nc3c(c(=O)n(C)c(=O)n3C)n2CCO)cc1	-2.1	-7
C/C(=N\NC(=O)C(=O)Nc1cccc(Cl)c1C)c1ccncc1	-0.3	30
Cc1cccc(C(=O)Nc2ccccc2-c2nnn(CC(=O)Nc3ccc4c(c3)OCCO4)n2)c1	-1.7	4
O=C(O)COc1ccccc1O	-0.1	2
COc1ccc(NC(=O)CC2C(=O)N(c3ccc(F)cc3)C(=S)N2NC(=O)c2ccc(Cl)cc2)cc1 (stereo unspecified)	-0.2	1
COC(=O)c1cnc2ccccc2n1	-1.8	66
O=C(N/N=C/c1ccoc1)c1cccc([N+](=O)[O-])c1	-0.3	nt
CC(=O)N1c2ccc(S(=O)(=O)N3CCC(C(=O)N4CC(C)CC(C)C4)CC3)cc2CC1C (stereo unspecified)	-0.8	4
CCn1cc(C(=O)Nc2ccc(OC)c(OC)c2)c2cc(OC)c(OC)cc2c1=O	0.3	10
COc1ccc(C(=O)OCCc2sc[n+](CC(=O)c3ccccc3)c2C)cc1	-0.4	29
CCC(C(=O)NC1CCN(C)CC1)c1ccccc1 (stereo unspecified)	-1.1	3
CCS(=O)(=O)Nc1ccc(NC(C)=O)cc1	0.0	9
O=C(NC(Cc1ccccc1)C(=O)O)/C(=C/c1cccc([N+](=O)[O-])c1)NC(=O)c1cccc(Br)c1 (stereo unspecified)	-2.8	24
CCOC(=O)c1cc(-c2ccc(Cl)cc2)nc2c1c(C)nn2CCC#N	-0.3	29
CC(=O)c1sc(NC(=O)COc2ccc(Cl)cc2Cl)nc1C	10	-15
COc1ccc(S(=O)(=O)N(CC(=O)N/N=C/c2cccs2)c2ccc(C)cc2)cc1OC	0.6	53
Cc1ccc(S(=O)(=O)N2CCCCC2)cc1NC(=O)CCN1C(=O)C2CC=CCC2C1=O (stereo unspecified)	-1.4	1
CSc1ccc(/C=N/NC(=O)COc2ccc(Br)cc2Cl)cc1	-2.2	20
CCCOC(=O)c1ccc(-n2nnnc2SCC(=O)N2CCCCC2)cc1	-1.7	5
N=C(N)N1CCN(Cc2ccccc2)CC1	-1.5	17
COc1ccc(S(=O)(=O)Nc2ccc3c(c2)OCO3)cc1OC	-0.7	0
Cc1cc(C)c(NC(=O)CCCn2c(=O)oc3ccccc32)c(C)c1	0.3	0
COC(=O)c1ccc(CN(c2ccc(C)cc2)S(=O)(=O)c2ccc3c(c2)OCCO3)o1	0.5	27
Cc1ccc(S(=O)(=O)Oc2ccc(/C=N/NC(=O)c3nn(C)cc3Cl)cc2)cc1	-0.5	11
Fc1cc(F)cc(Nc2nc(Cl)nc(NC3CCCC3)n2)c1	-0.3	9
N#Cc1cnc(NOCc2ccc(Cl)cc2)nc1	-1.4	19
C#CCOCCOCCOCCNc1nc(N2CCOCC2)nc(N2CCN(C(=O)[C@H](CCCN=C(N)N)n3cc(C(N)[C@@H](C)CC)nn3)CC2)n1 (stereo partly specified)	0.5	3
O=C(NNc1nc2ccccc2o1)c1ccccc1	0.5	8
Cn1c(CN2CCN(C(=O)c3ccc(F)cc3)CC2)nc2cc([N+](=O)[O-])ccc21	-0.5	28
CC1CCCN(S(=O)(=O)c2ccc(NC(=O)C3CC(=O)N(C(C)(C)C)C3)cc2)C1 (stereo unspecified)	-0.6	15
COc1ccc(NC(=O)CSc2nnc(C)n2N)cc1S(=O)(=O)N1CCCCC1	0.7	8
COc1ccc(NC(=O)C2C3CC/C=C\CCC32)cc1 (stereo unspecified)	-1.0	4

Part of the list above, reformatted.
| STK33 inh | OX1R antag | compound |
| --- | --- | --- |
| -0.6 | 15 | CC1CCCN(S(=O)(=O)c2ccc(NC(=O)C3CC(=O)N(C(C)(C)C)C3)cc2)C1 (stereo unspecified) |
| 0.5 | 8 | O=C(NNc1nc2ccccc2o1)c1ccccc1 |
| -1.0 | 4 | COc1ccc(NC(=O)C2C3CC/C=C\CCC32)cc1 (stereo unspecified) |

New compounds follow.
compound	STK33 inh	OX1R antag
CC(C)=CCN1CCN(Cc2ccoc2)CC1CCO (stereo unspecified)	0.8	5
O=C(O)COc1ccccc1/C=C1\SC(=O)N(Cc2ccc(F)cc2)C1=O	-1.9	12
COC(=O)C1=C(CS(=O)(=O)c2cc(Cl)ccc2OC)NC(=O)NC1c1ccc(O)c(OC)c1 (stereo unspecified)	-1.8	5
O=C(CSc1ccsc1[N+](=O)[O-])NCCc1ccccc1	-1.2	35
COc1ccc(C(=O)N/C(=C\c2cn(S(=O)(=O)N(C)C)c3ccccc23)C(=O)NC(C)C)cc1	0.0	6
CN(Cc1nc(-c2cccnc2)no1)S(=O)(=O)c1ccc(Br)cc1	0.7	26
Cc1cccc(N2CCN(S(=O)(=O)c3c(C)nc4scc(C)n4c3=O)CC2)c1C	-3.0	11
CCCCOc1ccc(N(CC(=O)NC(C)(C)C)C(=O)CCC(=O)Nc2nccs2)cc1	nt	3
Cc1sc2nc(-c3cccnc3)nc(Cl)c2c1-c1ccccc1	-1.6	23
CCOC(=O)C1=C(C)N=c2s/c(=C\c3ccc(OCC(=O)O)cc3)c(=O)n2C1c1ccc(Cl)cc1 (stereo unspecified)	0.2	nt
CC1CCN(C(=O)COC(=O)Cn2cnc3ccccc32)CC1	0.0	9
CC1=CN2C(=N)/C(=C/c3ccc([N+](=O)[O-])o3)C(=O)N=C2S1	-0.6	18

Part of the list above in order of length of the SMILES, falling.
compound	STK33 inh	OX1R antag
Cc1cc(C)c(NC(=O)CCCn2c(=O)oc3ccccc32)c(C)c1	0.3	0
C/C(=N\NC(=O)C(=O)Nc1cccc(Cl)c1C)c1ccncc1	-0.3	30
COc1ccc(S(=O)(=O)Nc2ccc3c(c2)OCO3)cc1OC	-0.7	0

More results:
compound	STK33 inh	OX1R antag
Cn1c(=O)[nH]c(=O)c2c1nc(Br)n2C/C=N/NC(N)=S	-0.7	11
CC1(C)CC(=O)c2cc(OCC(=O)NCCN3CCOCC3)ccc2O1	-1.3	18
Cn1c(SCC(=O)NC2CCCC2)nnc1-c1cccs1	-0.3	18
O=C(CCN1C(=O)/C(=C/c2ccccc2Cl)SC1=S)N1CCOCC1	1.1	4
CCOc1ncccc1C(=O)NCc1cccc(OC)c1	1.4	8
O=[N+]([O-])c1ccc(NC(=S)NCCc2ccc(F)cc2)cc1	-0.6	65*
Cn1c(-c2ccc(C(=O)c3ccccc3)s2)nc2ccccc21	-1.3	46
CC(C)CNC(=S)N(CCCN(C)C)Cc1cc2cc3c(cc2[nH]c1=O)OCCO3	-0.7	10
CCn1c(SCC(=O)Nc2ncc(C(F)(F)F)cc2Cl)nnc1-c1ccccc1	-3.3	18
Cc1ccc(NC(=O)c2ccc(F)cc2)cc1S(=O)(=O)N1CCCCCC1	-0.3	11
O=C(COC(=O)/C=C/c1ccc(S(=O)(=O)N2CCCCCC2)cc1)NCc1ccccc1Cl	0.5	10
COc1ccc(CNc2nc3ccc(C)cc3s2)c(OC)c1OC	-2.5	11
CCS(=O)(=O)N1CCN(S(=O)(=O)c2ccccc2)CC1	0.4	12
CC(C)(C)Nc1nc(SCC(=O)Nc2ccccc2Cl)nc(N2CCOCC2)n1	-1.2	22
Cc1cc(C)n(CCCNC(=O)c2ccco2)n1	0.4	-2
CSCC[C@H](NC(=O)NC1CCCC1)C(=O)O	-0.6	7
Cc1ccc(NC(=O)OCc2cn(-c3ccc(Cl)cc3)nn2)cc1	0.7	13
Cc1cc2ccccc2cc(C)c1=O	-1.0	1
CC(OC(=O)c1ccc2ncsc2c1)C(=O)NCc1ccccc1 (stereo unspecified)	-0.3	7
CC1CCCCC1NC(=O)c1cccc(S(=O)(=O)N2CCN(C)CC2)c1 (stereo unspecified)	-1.2	13
CNC(=O)c1[nH]nc2c1CCc1cc(OC)ccc1-2	2.2	13
CC12CN3CCN(CC(C3)C1(O)CN1CCCCC1)C2 (stereo unspecified)	-0.6	6
Cc1c(Br)c([N+](=O)[O-])nn1CC(=O)NCC1CCCO1 (stereo unspecified)	-0.1	15
Cc1ccc(S(=O)(=O)N(C)C)cc1NC(=O)COC(=O)c1c(C)noc1C	nt	11

OX1R antag, what is marked active above
compound	STK33 inh	OX1R antag
O=[N+]([O-])c1ccc(NC(=S)NCCc2ccc(F)cc2)cc1	-0.6	65*

The listing continues.
compound	STK33 inh	OX1R antag
COc1cc(CNC(=O)c2ccc3c(c2)S(=O)(=O)c2ccccc2C3=O)cc(OC)c1	-0.7	18
O=C(NC(=S)N1CCCC1)c1cccc([N+](=O)[O-])c1	0.4	20
CC(=O)c1ccc(NS(=O)(=O)c2ccc3c(c2)CCC(=O)N3)cc1	0.2	7
CCSc1ccc2c(c1)N(CCCN1CCN(C)CC1)c1ccccc1S2	1.9	3
Cc1nnc(N/N=C\c2ccc(-c3ccccc3[N+](=O)[O-])o2)n1N	-0.8	56*
COc1ccc(C(=O)OCC(=O)NC(=O)CCSc2ccccc2)cc1	-2.7	37
CC1=NN(C(=O)c2ccc(C)o2)C(O)(c2ccccc2)C1 (stereo unspecified)	0.1	19
O=C(CCCn1c(=S)[nH]c2cc3c(cc2c1=O)OCO3)NC1CC1	4.0	8
NC(=O)C1(N2CCCCC2)CCN(C(=O)c2cccn3c(=O)c4cc(Cl)ccc4nc23)CC1	0.8	13
COCCn1nnnc1C(c1ccccc1OC)N1CCN(C(=O)c2ccco2)CC1 (stereo unspecified)	0.5	13
CCOC(=O)CN1C(=O)C(=O)N(Cc2c(C)cc(C)cc2C)C1=O	-0.5	-4
CCc1ccc(/C=N/NC(=O)c2cc(-c3ccncc3)nc3ccccc23)s1	0.9	18
CN(CC(=O)N1CC=C(c2ccccc2)CC1)S(=O)(=O)c1ccc2c(c1)c(=O)n(C)c(=O)n2C	-0.8	6
CCN(CC)CCOC(=O)c1ccc(N/C=C(/C#N)c2nc(-c3ccc(OC)cc3)cs2)cc1	-0.8	6
COC(=O)c1ccc(OCc2nc(N)nc(N3CCOCC3)n2)cc1	-0.8	13
CCCCn1c2nc3ccccc3nc2c2c(=O)n(CCC)cnc21	-1.3	18
CCOc1ccc(N2CC(C(=O)NCCCc3ccccc3)CC2=O)cc1 (stereo unspecified)	-1.6	-4
Cn1ncc(Br)c1NC(=O)c1cc(Cl)cc(Cl)c1	0.3	2
COc1ccc(NC(=O)[C@H](C)NC(N)=O)cc1S(=O)(=O)Nc1cc(C)ccc1Br	-0.7	16
O=C1c2ccccc2C(=O)N1SC1CCCCC1	3.2	27
Cc1ccc2[nH]c(=O)c3cc(C(=O)N(CCCOC(C)C)Cc4ccco4)sc3c2c1	-1.9	8
O=C(O)CSc1cc(C(=O)c2ccccc2O)cn2c(=O)c3c(-c4ccccc4)csc3nc12	0.5	21
O=C(c1cc(-c2ccccc2O)on1)N1CCOCC1	-0.7	21
CCOCCc1nnc(NC(=O)CCS(=O)(=O)c2ccccc2)s1	-0.4	4
CCn1c(SCC(=O)N2CCN(c3ccc(Cl)cc3)CC2)nc2ccccc2c1=O	-0.4	13
CCCCC(=O)Nc1cnc(NC(=O)c2ccco2)cc1C	0.0	19
CC1(C)CC(=O)C=C(c2ccc3ccccc3c2)C1	-0.7	3
CC1Oc2ccccc2C=C1/C=N/NC(=O)c1ccncc1 (stereo unspecified)	-1.2	3
COc1ccc(Cl)cc1NC(=S)NCc1ccc(S(N)(=O)=O)cc1	-0.7	7
CCOC(=O)CNC(=O)CSc1nnc(-c2ccccc2)n1Cc1ccco1	-1.1	24
O=C(NCc1ccc(F)cc1)C1CCC(CNc2c(N3CCOCC3)c(=O)c2=O)CC1 (stereo unspecified)	1.1	9
Cc1c(C(=O)OC(C)C(=O)N(C)Cc2ccccc2)oc2ccccc12 (stereo unspecified)	-0.6	86*
CCN(CC(=O)Nc1ccccc1C(F)(F)F)C(=O)c1cc2c(s1)CCCCC2	-0.4	27
CC(C)CC1NC(C(=O)O)Cc2c1[nH]c1ccccc21 (stereo unspecified)	-1.5	8
COc1cccc(-n2nc(-c3ccnn3-c3ccccc3)c(=O)n(C)c2=O)c1	-1.2	16
CN(C)S(=O)(=O)c1cccc(C(=O)OCC(=O)NCc2ccccc2)c1	-0.2	-1
CCCn1c(NCc2ccc3c(c2)OCO3)nc2ccccc21	0.3	8
Cc1ccccc1OCCN1C(=O)c2ccccc2C1=O	-1.3	15
N#Cc1ccc(C(=O)N(Cc2ccccc2)c2ccccc2)cc1	-1.7	20
CNCCCOc1cccc(OC(C)C)c1	-1.7	8
Cn1c(=O)c(-[n+]2ccccc2)c([O-])c2ccccc21	-2.4	15
